Screening results (PubChem BioAssay)
MIN6 prolif: inducers of beta-cell replication in MIN6 cells | 330,000 compounds, 0.29% hits | AID 2380 | MIN6 cells proliferation, ATPlite luminescence, 48 h; cells starved in 0.2% serum; 100% = growth in 10% serum | proliferation, % at 10 µM;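 active = compounds whose signal lies at least 3.5 SD above the mean of all wells on their plate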;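 also: 0% = DMSO-treated cells in low-serum medium and 100% = 10% serum control; some compounds called inactive have numbers as strong as hits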
A3G deaminase: APOBEC3G (human) deaminase inhibition; Q9HC16; recombinant A3G, ssDNA deamination FAM/TAMRA fluorescence; inhibition, % at 20 µM; 330,000 compounds, 0.28% hits; AID 493012;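 active = inhibition of at least 40% at 20 µM, with no more than 30% in the related APOBEC3A deaminase screen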;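 also: plate controls were DMSO wells with A3G for no effect and wells lacking A3G enzyme for full effect; some compounds called inactive have numbers as strong as hits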
Target sequence (Q9HC16 whole entry, looked up): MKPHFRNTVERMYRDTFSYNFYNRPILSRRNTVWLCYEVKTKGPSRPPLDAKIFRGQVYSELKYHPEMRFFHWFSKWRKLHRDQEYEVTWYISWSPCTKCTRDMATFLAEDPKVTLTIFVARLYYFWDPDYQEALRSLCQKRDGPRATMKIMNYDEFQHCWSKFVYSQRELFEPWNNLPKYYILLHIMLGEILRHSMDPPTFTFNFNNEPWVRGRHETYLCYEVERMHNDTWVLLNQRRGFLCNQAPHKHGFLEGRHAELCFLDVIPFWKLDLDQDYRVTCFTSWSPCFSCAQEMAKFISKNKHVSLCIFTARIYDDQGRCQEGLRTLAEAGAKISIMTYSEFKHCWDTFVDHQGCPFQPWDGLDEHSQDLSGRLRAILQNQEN
A3A deaminase: human APOBEC3A DNA deaminase inhibition. 330,000 compounds, 0.41% hits. P31941. inhibition, % at 20 µM. AID 493011. recombinant A3A, FAM/TAMRA ssDNA deamination fluorescence;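 active = at least 40% inhibition at 20 µM here, with at most 30% in a related deaminase screen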;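 also: plate controls were A3A with DMSO for no effect and wells lacking A3A enzyme for full effect; some results filed as inactive read as strong as hits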
Target sequence (P31941 whole entry, looked up): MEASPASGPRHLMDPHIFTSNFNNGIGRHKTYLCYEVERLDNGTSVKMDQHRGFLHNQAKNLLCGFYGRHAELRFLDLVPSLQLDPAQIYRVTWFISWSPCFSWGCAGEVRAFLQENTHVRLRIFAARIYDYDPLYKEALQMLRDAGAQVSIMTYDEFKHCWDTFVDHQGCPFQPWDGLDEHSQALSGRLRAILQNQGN
MPTP block: permeability transition pore inhibition; isolated mouse mitochondria, Ca2+ swelling absorbance, 30 min; inhibition, % at 10 µM; 360,000 compounds, 1.4% hits;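 active = inhibition of 50% or more, scaled per plate between neutral and stimulator controls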;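 also: 0% = DMSO wells given calcium and 100% = 1 mM EGTA wells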
mIAP inh: blocks mouse intestinal alkaline phosphatase. 330,000 compounds, 0.2% hits. AID 2806. purified mouse IAP, CDP-Star luminescence, 30 min. inhibition, % at 10 µM;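 active = inhibition of at least 40% at 10 µM in the primary screen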;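 also: plate controls were DMSO with enzyme for no effect and no enzyme wells for full effect; values of inactives mirror those of a sister screen read the other way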
GRIN3A LBD mod: modulates the human NR3A ligand-binding domain. NR3A LBD differential scanning fluorimetry, Tm shift; 0% = protein alone, 100% = glycine-bound protein. AID 1259313. 340,000 compounds, 2.5% hits. Tm shift relative to glycine control, % at 25 µM;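 active = melting temperature shift of at least 10% of the positive control shift, at one fixed dose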
hIAP act: human IAP activation; purified human IAP, CDP-Star luminescence, 30 min; stronger effect = higher value; 1 = vehicle-only enzyme, 0 = enzyme-free background; activation factor at 10 µM; 330,000 compounds, 0.16% hits;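 active = activation factor of the enzyme at least 2-fold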; also: the source names both 10 and 20 µM as test concentration; values of inactives mirror those of a sister screen read the other way
Target sequence (P09923 whole entry, looked up): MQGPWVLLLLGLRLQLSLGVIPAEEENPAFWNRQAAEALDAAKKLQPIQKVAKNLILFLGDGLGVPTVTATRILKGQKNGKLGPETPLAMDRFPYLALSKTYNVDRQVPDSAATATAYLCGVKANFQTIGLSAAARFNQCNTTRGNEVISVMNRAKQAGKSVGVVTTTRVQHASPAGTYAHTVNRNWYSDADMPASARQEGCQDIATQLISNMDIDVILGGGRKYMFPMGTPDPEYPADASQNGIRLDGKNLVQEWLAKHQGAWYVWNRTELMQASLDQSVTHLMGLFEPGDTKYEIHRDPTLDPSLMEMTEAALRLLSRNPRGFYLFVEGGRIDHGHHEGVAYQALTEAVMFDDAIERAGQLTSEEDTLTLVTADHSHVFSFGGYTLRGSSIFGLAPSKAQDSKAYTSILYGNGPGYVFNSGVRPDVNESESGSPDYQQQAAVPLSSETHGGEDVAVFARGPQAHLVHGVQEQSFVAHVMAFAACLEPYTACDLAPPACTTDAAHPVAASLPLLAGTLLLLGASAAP
hIAP inh: blocks human intestinal alkaline phosphatase; purified IAP, CDP-Star luminescence, 30 min; inhibition, % at 10 µM; 330,000 compounds, 0.12% hits;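 active = inhibition reaching a set limit with compound at 10 µM in the primary screen, cut at about 35% in these data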;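 also: plate controls were DMSO wells with enzyme for no effect and no-enzyme buffer wells for full effect; values of inactives mirror those of a sister screen read the other way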
mIAP act: mouse IAP activation. muIAP, CDP-Star luminescence, 30 min; stronger effect = higher value; 1 = vehicle-only enzyme signal, 0 = enzyme-free wells. activation factor at 10 µM. 330,000 compounds, 0.24% hits. AID 2805;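 active = activation factor of at least 2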; also: the source names both 10 and 20 µM as test concentration; values of inactives mirror those of a sister screen read the other way
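Assay system: mouse IAP enzyme / Compound: DMSO-dissolved test compounds / Timing: 30 min, room temperature / Measured by: luminescence from enzymatic CDP-Star hydrolysis / Control set: DMSO-only wells, enzyme-free buffer wells as negative control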
Starred values were filed as active, the others as inactive. This is a random part of the collection; about 5% have a hit in one of these screens.

item | SMILES | MIN6 prolif | A3G deaminase | A3A deaminase | MPTP block | mIAP inh
1 | Cc1cccc(N2CC(C(=O)Nc3ccc(N4CCOCC4)cc3)CC2=O)c1C (stereo unspecified) | 2 | 4 | 3 | 1.7 | 2
2 | CCC(=O)N=c1sc2c(OC)ccc(OC)c2n1C | -2 | -3 | 2 | 6.0 | -7
3 | CCOC(=O)C1=C(C)NC(SC)=NC1c1ccc(OC)cc1 (stereo unspecified) | 2 | 17 | 22 | 5.6 | -7
4 | CCCC1CC(C)(C(=O)CSc2n[nH]c(-c3ccccc3)n2)OC1=O (stereo unspecified) | 1 | -14 | -3 | 2.3 | 6
5 | O=C1NC(c2cccc([N+](=O)[O-])c2)=CCN1c1ccccc1O | 0 | -2 | 7 | 0.8 | 12
6 | CC(=O)Nc1ccc(Oc2nc(-c3cccnc3)nc3sc4c(c23)CCCC4)cc1 | 0 | -1 | 0 | 0.4 | -13
7 | O=C(NC1CCCCC1)c1cccc2c1C(=O)c1ccc(N3CCC(Cc4ccccc4)CC3)cc1S2(=O)=O | -4 | -12 | -2 | 1.2 | -5
8 | CCc1nonc1NC(=O)c1oc2cc(C)c(Cl)cc2c1C | 1 | 0 | 2 | -0.7 | 10
9 | CCc1nn2c(=O)cc(COc3cccc(NC(=O)c4ccco4)c3)nc2s1 | 0 | 2 | 3 | -0.2 | -4
10 | Cc1nn(C)c2c(=O)c(=O)c2n(C)[nH]1 | 0 | -2 | 2 | -2.0 | 0
11 | CSC1=NCCN1S(=O)(=O)c1ccc(C)cc1 | 3 | 0 | 1 | 1.6 | 0
12 | CCOC(=O)NN1C(=O)c2ccccc2NC1(C)C | 1 | -5 | 1 | -0.9 | -7

item | GRIN3A LBD mod | hIAP act | hIAP inh | mIAP act
1 | -2 | 1.1 | -7 | 0.98
2 | 1 | 0.88 | 12 | 1.1
3 | -1 | 0.99 | 1 | 1.1
4 | 5 | 0.94 | 6 | 0.94
5 | 2 | 1.1 | -5 | 0.88
6 | 1 | 1.1 | -6 | 1.1
7 | -2 | 1 | -1 | 1
8 | 0 | 1 | -4 | 0.91
9 | -1 | 1.1 | -10 | 1
10 | -1 | 1.3 | -30 | 1
11 | 0 | 1.2 | -19 | 0.99
12 | 1 | 1.1 | -9 | 1.1

Reprinted from above (7 entries):
item | SMILES | MIN6 prolif | A3G deaminase | A3A deaminase | MPTP block | mIAP inh
1 | Cc1cccc(N2CC(C(=O)Nc3ccc(N4CCOCC4)cc3)CC2=O)c1C (stereo unspecified) | 2 | 4 | 3 | 1.7 | 2
2 | CCC(=O)N=c1sc2c(OC)ccc(OC)c2n1C | -2 | -3 | 2 | 6.0 | -7
3 | CCOC(=O)C1=C(C)NC(SC)=NC1c1ccc(OC)cc1 (stereo unspecified) | 2 | 17 | 22 | 5.6 | -7
4 | CCCC1CC(C)(C(=O)CSc2n[nH]c(-c3ccccc3)n2)OC1=O (stereo unspecified) | 1 | -14 | -3 | 2.3 | 6
5 | O=C1NC(c2cccc([N+](=O)[O-])c2)=CCN1c1ccccc1O | 0 | -2 | 7 | 0.8 | 12
6 | CC(=O)Nc1ccc(Oc2nc(-c3cccnc3)nc3sc4c(c23)CCCC4)cc1 | 0 | -1 | 0 | 0.4 | -13
7 | O=C(NC1CCCCC1)c1cccc2c1C(=O)c1ccc(N3CCC(Cc4ccccc4)CC3)cc1S2(=O)=O | -4 | -12 | -2 | 1.2 | -5

item | GRIN3A LBD mod | hIAP act | hIAP inh | mIAP act
1 | -2 | 1.1 | -7 | 0.98
2 | 1 | 0.88 | 12 | 1.1
3 | -1 | 0.99 | 1 | 1.1
4 | 5 | 0.94 | 6 | 0.94
5 | 2 | 1.1 | -5 | 0.88
6 | 1 | 1.1 | -6 | 1.1
7 | -2 | 1 | -1 | 1

The list goes on:
item | SMILES | MIN6 prolif | A3G deaminase | A3A deaminase | MPTP block | mIAP inh
13 | O=C1CC(N2CCOCC2)C(=O)N1c1ccccc1Cl (stereo unspecified) | -1 | -5 | -4 | 1.1 | 2
14 | COc1cccc(/C=N/NC(=O)CN(C)S(=O)(=O)c2ccccc2)c1OC | 2 | -4 | 0 | -0.4 | -11
15 | CCCC(=O)NCC(c1cccs1)S(=O)(=O)c1ccc(C)cc1 (stereo unspecified) | -1 | -1 | -1 | 0.9 | 7
16 | O=C(COC(=O)c1ccc(Br)cc1)NCc1ccc(F)cc1 | 2 | -7 | -3 | 1.2 | 0
17 | Cn1ccc2cc(NC(=O)Nc3cccnc3)ccc21 | -4 | -5 | 1 | 0.1 | -31
18 | C=CCn1cc(C(C)=O)c(=O)[nH]c1=O | 1 | -6 | -2 | -1.7 | -3
19 | O=C(CCCn1c(=S)[nH]c2ccsc2c1=O)Nc1ccc2c(c1)OCCO2 | -3 | 1 | 0 | -1.6 | -7
20 | COc1ccc(-n2c(=S)[nH]c3[nH]ncc3c2=O)cc1 | 2 | -2 | -4 | -0.3 | -2
21 | Cc1cc(Cl)ccc1N(CC(=O)NCc1ccccc1)S(C)(=O)=O | -3 | -6 | -6 | 0.4 | 0
22 | CCc1ccc(CN(C)C(=O)c2cc(S(=O)(=O)N3CCOCC3)ccc2N2CCCC2)cc1 | 6 | -9 | 0 | -1.1 | 2
23 | CN1CCN(C(=S)NC(=O)c2ccc(-c3ccccc3)cc2)CC1 | -4 | -2 | 0 | 0.2 | 5
24 | COc1cc(/C=N/NC(=O)CCn2cnc(-c3ccccc3)c2-c2ccccc2)ccc1O | 2 | -6 | -2 | -0.1 | 6

item | GRIN3A LBD mod | hIAP act | hIAP inh | mIAP act
13 | -1 | 1.1 | -12 | 0.98
14 | 1 | 1 | -3 | 1.1
15 | -2 | 1.1 | -9 | 0.93
16 | 1 | 1.1 | -9 | 1
17 | -9 | 1 | -2 | 1.3
18 | 1 | 1 | -4 | 1
19 | 0 | 1.1 | -8 | 1.1
20 | 1 | 1.1 | -7 | 1
21 | 1 | 1 | 0 | 1
22 | 2 | 0.88 | 12 | 0.98
23 | 0 | 0.93 | 7 | 0.95
24 | -8 | 1.2 | -24 | 0.94

Next part.
item | SMILES | MIN6 prolif | A3G deaminase | A3A deaminase | MPTP block | mIAP inh
25 | COC(=O)c1cc(C(=O)OC)cc(-n2c(C)cc(C(=O)CC#N)c2C)c1 | -4 | -4 | -7 | -1.9 | 0
26 | CN(C)S(=O)(=O)c1cccc(NC(=O)CSc2nnnn2-c2ccccc2)c1 | 0 | -6 | -5 | 7.8 | -2
27 | CCOC(=O)NC1(C(F)(F)F)NC(=O)N(C2CCCCC2)C1=O (stereo unspecified) | 1 | -3 | 0 | -0.4 | -5
28 | CN1CCN(C(=O)c2ccc(N3CCCC3=O)cc2)CC1 | -4 | -8 | -2 | -0.9 | -13
29 | COc1ccc(CC2(CO)CCN(Cc3cccc(OC)c3OC)CC2)cc1 | -1 | -2 | -3 | -0.2 | -15
30 | O=C(O)C1CCC(=O)N(C2CCCCC2)C1c1ccccc1Cl (stereo unspecified) | -1 | -3 | 2 | -1.8 | 2
31 | COc1ccc(OC)c(CCNC(=O)CCc2nnc3ccc(N4CCCCC4)nn23)c1 | 0 | -3 | -3 | 6.0 | -8
32 | COc1c(O)cnn(-c2ccccc2)c1=O | 1 | -2 | 1 | -0.3 | 0
33 | CCOc1ccc(N(CC(=O)NC2CCCC2)C(=O)c2ccc(C)s2)cc1 | -5 | -7 | 3 | -0.5 | -4
34 | COc1ccc(CCC(=O)Nc2ccc(S(=O)(=O)Nc3ncccn3)cc2)cc1 | 3 | -4 | 3 | -1.3 | 2
35 | NC(=O)C1CCN(C(=O)c2cc(-c3ccccc3Cl)nc3ccccc23)CC1 | -3 | 5 | 3 | 0.0 | -6
36 | CCOC(=O)c1ccc([N+](=O)[O-])c(CS(=O)(=O)c2ccc(Cl)cc2)c1 | 3 | -6 | -2 | -0.3 | 7

item | GRIN3A LBD mod | hIAP act | hIAP inh | mIAP act
25 | -4 | 0.95 | 5 | 1
26 | 2 | 1 | -2 | 1
27 | -1 | 1.4 | -38 | 1
28 | 333* | 1 | -1 | 1.1
29 | 0 | 1 | -1 | 1.2
30 | 0 | 1.1 | -12 | 0.98
31 | -2 | 1.1 | -10 | 1.1
32 | -1 | 1 | -3 | 1
33 | 1 | 1 | 0 | 1
34 | 2 | 1 | -3 | 0.98
35 | -1 | 1.2 | -15 | 1.1
36 | -1 | 0.86 | 14 | 0.93

New compounds follow
item | SMILES | MIN6 prolif | A3G deaminase | A3A deaminase | MPTP block | mIAP inh
37 | Cc1cccc(NC(=O)CSc2nnc(C)c(C)n2)c1 | -2 | -3 | 1 | -1.1 | 4
38 | Cn1cc(CN2CCC(n3nccc3NC(=O)c3ccccc3Cl)CC2)cn1 | 0 | -4 | 0 | 0.1 | -4
39 | COc1ccccc1CCNC(=O)C(=O)NCC1CCCN1S(=O)(=O)c1ccccc1 (stereo unspecified) | -1 | -4 | -2 | -1.1 | -4
40 | CCN1C(=O)[C@H]2[C@@H](c3ccc(SC4CCCCC4)cc3)N3CCCC[C@@]3(C(=O)OC)[C@H]2C1=O | -8 | 1 | 2 | 0.2 | 6
41 | Cc1ccccc1S(=O)(=O)Cc1ccc(C(=O)NCc2ccc(F)cc2)o1 | -2 | -5 | -2 | 1.7 | 6
42 | CCCCC(=O)NC(=S)Nc1ccc(NC(=O)C(C)C)c(OC)c1 | -4 | -2 | 5 | 2.1 | 8
43 | Cc1ccc(OCC(=O)Oc2ccc(C)c(C)c2)cc1 | -1 | -1 | 1 | -0.5 | 3
44 | C1CCc2c(nc3nnnn3c2NCC2CC2)C1 | 1 | -2 | -5 | 0.2 | -12
45 | COc1ccc(Cc2nnc(SCC(=O)Nc3ncc(C)s3)o2)cc1 | -3 | -5 | -3 | 1.5 | 4
46 | CC1CCCN(CCOCCOc2ccccc2-c2ccccc2)C1 (stereo unspecified) | -4 | -5 | -3 | 4.7 | -7
47 | Cn1nccc1C(=O)NC1CCCc2c1cnn2-c1ccccc1F (stereo unspecified) | -7 | 0 | -2 | 102* | -2
48 | COc1cc(NC(=O)c2cc(Cl)ccc2Cl)ccc1-c1cc2ccccc2oc1=O | -3 | -1 | 1 | 0.7 | 2

item | GRIN3A LBD mod | hIAP act | hIAP inh | mIAP act
37 | -1 | 0.93 | 7 | 0.96
38 | -1 | 0.88 | 12 | 1
39 | -1 | 1 | -1 | 1
40 | -2 | 1.1 | -6 | 0.94
41 | -3 | 1 | 0 | 0.94
42 | -5 | 0.97 | 3 | 0.92
43 | 0 | 1.2 | -19 | 0.97
44 | 0 | 1.1 | -9 | 1.1
45 | 0 | 0.93 | 7 | 0.96
46 | 0 | 1 | -5 | 1.1
47 | 0 | 1.3 | -26 | 1
48 | 0 | 0.93 | 7 | 0.98

(list continues)
item | SMILES | MIN6 prolif | A3G deaminase | A3A deaminase | MPTP block | mIAP inh
49 | Cc1cc(C(F)(F)F)c2sc(N)nc2n1 | -2 | -6 | -3 | 0.3 | -8
50 | O=C(NC1CCCC1)C(c1ccccc1)N(C(=O)c1csnn1)C1CCCC1 (stereo unspecified) | -1 | -7 | -2 | -0.5 | 7
51 | Cc1cc(C(=O)NC(Cc2ccccc2)C(=O)O)c(C)o1 (stereo unspecified) | -3 | -6 | -1 | -1.0 | 2
52 | CCCN(C(=O)CSc1nnnn1C)c1c(N)n(Cc2ccccc2)c(=O)[nH]c1=O | -1 | 0 | 5 | -1.6 | -8

item | GRIN3A LBD mod | hIAP act | hIAP inh | mIAP act
49 | -5 | 0.95 | 5 | 1.1
50 | 0 | 1 | -5 | 0.93
51 | 1 | 1 | -5 | 0.98
52 | -1 | 0.95 | 4 | 1.1
